Bioassay records (PubChem BioAssay)
IkB signaling: suppresses IkB signaling in ABC-DLBCL reporter cells; ABC-DLBCL IkBa-CBG/CBR dual luciferase ratio, 4 h; response scale: scaled: untreated 0%, proteasome inhibitor 100%; Potency, µM (doses to about 57.1 µM), for inactives: top-dose IkBa stabilization activation; hit rate 0.04% among 110,000; active = well fitted curve in the direction sought with a large enough effect in the signal ratio, not every such curve was filed as active; inconclusive = small, poorly fitted or top-dose-only effect, or a change in a side signal; the % refers to the signal ratio;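 also: the direction sought is a rising ratio; 0% = basal untreated cells and 100% = reference inhibitor full response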
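Luminescence ratio of IκBα-fused green versus native red beetle luciferase in OCI-Ly3 cells, 4 h post-doxycycline with compound; red signal alone, scaled from basal (0%) to zero light (-100%), flagged nonspecific or cytotoxic effects.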
p53ts 39C kill: p53ts cell cytotoxicity, nonpermissive temperature | hit rate 1.5% among 130,000 | H1299-p53A138V viability at 39C, ATP luminescence, 24 h | Potency, µM (doses to about 46.1 µM), for inactives: at the highest dose activity change, negative = cell killing, actives largely listed as cytotoxic; also: nearly all actives have a fitted effect of over 55% in size
p53ts 32C tox: kills p53ts cells at the permissive temperature | AID 924 | hit rate 0.93% among 130,000 | H1299-p53A138V at 32C, ATP luminescence viability, 24 h | Potency, µM (series often up to 46.1 µM), for inactives: at the top dose activity change, negative = cytotoxicity, actives largely listed as cytotoxic;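 also: 0% = DMSO and -100% = full killing by reference compound; nearly all actives have a fitted effect of over 55% in size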
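Cells: H1299 p53ts (A138V), 600/well, pre-incubated 16–30 h at 37C. Cpd up to 46 uM, 24 h, 32C. Readout: ATPlite luminescence, 20 min RT. Normalization: DMSO vs tamoxifen 100 uM. AC50 by Hill equation.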
Peg3 imprint: inducers of genomic imprint erasure in mouse ES cells; Potency, µM (doses to about 60.7 µM), without a hit: at the highest dose activity change, positive = activation, actives largely listed as activators; hit rate 0.02% among 110,000; mouse ES Peg3-LacZ reporter, beta-gal luminescence, 40 h;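 also: 0% = negative control wells on the plate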
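Each well holds 300 Peg3LacZ-Neo (maternal) female ES cells incubated 40 h at 37C, 5% CO2. LacZ is measured by BetaGlo luminescence, with AC50 and maximum efficacy derived from dose-response curves.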
* hit, by the source's call; ? = inconclusive; nt = not tested or not shown; & = joins results of further samples; [ ] = dose if it differs, or a comment. Unless noted, calls follow the shape of the dose curve; as a rule, active = well fitted curve in the direction sought with a large enough effect; inconclusive = small, poorly fitted or top-dose-only effect, or another doubt; inactive = no such curve, though single readings can be large; an effect the other way counts as inactive or inconclusive. Unless noted, % is scaled to controls: 0 for no effect and ±100 for the full control effect; potency is read from the fitted curve at half-maximal effect.

SMILES	IkB signaling	p53ts 39C kill	p53ts 32C tox	Peg3 imprint
CO[C@@H]1/C=C\O[C@]2(C)Oc3c(C)c(O)c4c(O)c(c(CN(C)C)c(O)c4c3C2=O)NC(=O)/C(C)=C\C=C[C@@H](C)[C@@H](O)[C@H](C)[C@@H](O)[C@H](C)[C@H](OC(C)=O)[C@@H]1C	-0.2%[11.4 µM]	-1.4%[9.22 µM]	2.7%[9.22 µM]	-12.5%[10.9 µM]
COc1ccc(-c2cc(CCCC(=O)NCCc3ccc(OC)cc3OC)no2)cc1	2.7%	-2.7%	2.0%	-10.1%
Cc1ccc(-c2nnc(N(C)C(=O)c3ccccn3)s2)cn1	2.6%	3.5%	-13.4%	nt
COc1cccc(C2/C(=C(/O)c3ccncc3)C(=O)C(=O)N2CCCN(C)C)c1 (stereo not drawn)	0.0%	-3.5%	6.9%	?
CC1(C)CCc2nc(SCc3ccccc3)c(C#N)cc2C1	nt	3.4%	2.8%	nt
COc1cc(C(=O)Nc2ccc(S(=O)(=O)Nc3cc(C)on3)cc2)cc(OC)c1OC	3.3%	8.3%	-5.4%	-5.1%
CC(C)(/C=N/O)/[N+]([O-])=C/C=[N+](\[O-])C(C)(C)/C=N/O	1.6%	1.5%	4.6%	2.4%
COc1cccc(Cn2c(=O)cnc3cnc(Oc4cccc(Cl)c4)nc32)c1	1.4%[11.4 µM]	-10.9%	-3.1%	nt
O=C(NCC1CCCO1)C1CCCCN1S(=O)(=O)c1ccc(F)cc1 (stereo not drawn)	-0.5%	-4.8%	1.8%	-1.5%
CN(C(=O)C12CC3CC(CC(C3)C1)C2)C1(C)CCS(=O)(=O)C1 (stereo not drawn)	-0.5%	-3.3%	-2.7%	-0.3%
CCOCCn1ccc2c(OCC(=O)Nc3cc(C(F)(F)F)ccc3Cl)cccc2c1=O	0.5%	-3.9%	-1.3%	-9.8%[10.9 µM]
COC(=O)CSc1ccccc1C(=O)OC	-1.3%	14.8%	-0.3%	?
O=C(Nc1nc(-c2nc3ccccc3s2)cs1)c1ccc(S(=O)(=O)N2CCOCC2)cc1	?	-13.9%	?	-50.3%[inhibitor]
COC(=O)[C@]1(C)CCC[C@]2(C)c3ccc(C(C)C)cc3C(=O)CC12 (stereo partly drawn)	nt	-9.8%	-0.2%	-29.5%
COc1ccc(Cl)cc1NC(=O)c1c(-c2ccccc2)noc1C	0.5%	-10.5%	-2.1%	-9.9%
Cc1ccc(-c2noc(C3CCCN(C(=O)c4ccccc4)C3)n2)o1 (stereo not drawn)	0.2%	?	-28.0%	-38.6%[inhibitor]
CC1=C(C(=O)NC2CCCC(C)C2C)C2(CCCCC2)OC1=O (stereo not drawn)	2.0%	9.9%	2.6%	-13.4%
COc1ccc(CCNC2CCN(C)CC2)cc1OC	0.1%	7.0%	6.4%	-5.3%
Cc1ccn2c(Nc3ccc4c(c3)OCCO4)c(-c3ccc(C)s3)nc2c1	0.3%	12.6µM*	?	-21.3%[10.9 µM]
CCOC(=O)c1cc(-c2nnc(SCC(=O)Nc3ccc(F)cc3)o2)c(C)nc1C	1.2%	1.3%	-1.1%	-6.8%
CSc1nnc2c(n1)c(C)nn2-c1ccc(C)cc1	nt	10.8%	-19.4%	nt
COc1ccccc1N1CCN(C(=O)CSc2ccc3c(C)cc(C)nc3n2)CC1	0.7%	-0.9%	1.1%	-5.8%
COC(=O)c1cc(NC(=O)CN2C(=O)CSC2=O)ccc1Cl	1.5%	7.6%	3.1%	-3.5%
COC(=O)C(C)Sc1nnc2cc(C)c3cc(C)cc(C)c3n12 (stereo not drawn)	-1.5%	10.0%	6.2%	-12.9%[10.9 µM]
Cc1ccc(CNc2ncnc3c2cnn3-c2ccc(Cl)cc2)cc1	-4.9%	-18.5%	0.0%	-13.8%[10.9 µM]
CCOc1ccc(-c2cc3c(=O)n(Cc4nc(-c5ccc(OCC)c(OC)c5)oc4C)ccn3n2)cc1Cl	0.6%	7.6%	2.3%	9.5%[10.9 µM]
CSCCC1NC(=O)N(CC(=O)Nc2ccc(N3CCCCC3)cc2)C1=O (stereo not drawn)	-1.5%	-19.1%	-22.1%	-5.8%
CCc1ccccc1NC1=NCC(=O)N1C1CCCCC1	1.3%	-4.1%	-4.0%	-9.3%
COC(=O)c1ccccc1NC(=O)CSc1nc2ccccc2c(=O)[nH]1	6.5%	2.2%	2.7%	-2.7%
O=S(=O)(c1ccc(F)cc1)n1ccc2cccnc21	nt	-14.3%	-5.4%	nt
CCC(C(=O)Nc1cccc(C#N)c1)n1nc(-c2ccccc2)ccc1=O (stereo not drawn)	?	-20.4%	8.2%	-9.2%[10.9 µM]
COC(=O)c1cc(NC(=O)c2nn(C)c3c2CSc2ccccc2-3)cc(C(=O)OC)c1	-0.8%	3.3%	1.8%	1.2%[10.9 µM]
CCOC(=O)C(C)n1cnc2c1c(=O)[nH]c(=O)n2C (stereo not drawn)	nt	4.0%	9.6%	nt
CC(=O)NCCc1ccc(S(=O)(=O)Nc2cccnc2)cc1	1.3%	17.5%	-4.2%	1.3%
CC(=O)N1CCc2cc(Br)cc(S(=O)(=O)N3CCC(C(=O)Nc4ccc(C(C)C)cc4)CC3)c21	0.5%	-10.6%	7.5%	9.2%[10.9 µM]
Cc1cc(Cl)c(S(=O)(=O)Nc2ccc3c(c2)OCCO3)cc1OCC(N)=O	-3.0%	10.1%	-5.3%	-5.3%
Cc1nn(C)c(C)c1CN(C)C(=O)c1cc2nc(-c3ccco3)cc(C(F)(F)F)n2n1	2.5%	-9.2%	-6.5%	-17.1%
COc1ccc(-c2cc(N)n(S(=O)(=O)c3c(F)c(F)c(F)c(F)c3F)n2)cc1OC	?	?	?	-40.8%[inhibitor]
CC1Cn2c(C(=O)NCc3ccccc3Cl)cc3cccc(c32)S1 (stereo not drawn)	?	8.2%	11.7%	6.5%[10.9 µM]
O=C(Nc1ccon1)c1cccc(C(F)(F)F)c1	nt	-10.2%	-3.1%	nt
CC(=O)c1cccc(NS(=O)(=O)c2c(C(=O)N3CCCCCC3)c(C)n(C)c2C)c1	-0.3%	1.6%	-4.2%	-9.2%[10.9 µM]
CC1(O)C(=O)C=C2C=C(CCCCOCc3ccccc3)OC=C2C1=O (stereo not drawn)	nt	13.1%[9.22 µM]	0.3%[9.22 µM]	nt
O=C(COc1ccccc1)Nc1ccccc1N1CCN(c2ccccc2)CC1	8.9%	-19.1%	-11.1%	-12.7%
CCOc1ccc(S(=O)(=O)Nc2ccc(S(=O)(=O)N3CCOCC3)cc2)cc1	0.9%	10.0%	0.8%	2.8%
CC(C)Oc1cc(O)c2c(c1)OCC=C2CCC(=O)O	-0.5%[11.4 µM]	-3.2%[9.22 µM]	5.5%[9.22 µM]	?
CCOc1ccc(NC(=O)CSc2nnc(CNC(=O)C34CC5CC(CC(C5)C3)C4)n2CC)cc1	?	-13.6%	6.3%	-10.2%[10.9 µM]
C=CCOC(=O)c1[nH]c2c(c1C)C(=O)CC(c1ccco1)C2 (stereo not drawn)	?	-6.3%	8.1%	-26.8%
Cc1cccc(N2CCN(C(=O)c3cnc4c(C)cccn4c3=O)CC2C)c1 (stereo not drawn)	-1.6%	-14.8%	1.7%	-15.2%[10.9 µM]
COc1ccc(-c2oc3ncn(CCN4CCOCC4)c(=N)c3c2-c2ccc(OC)cc2)cc1	?	?	-14.9%	-25.2%
O=C(CN1C2CCCC1CC(NC(=O)c1ccco1)C2)Nc1ccccc1C(F)(F)F (stereo not drawn)	?	8.0%	3.5%	-14.8%
C[C@@H](NC(=O)/C(C#N)=C/c1ccc(O)c(O)c1)c1ccccc1	0.8%	?	-18.9%	-16.2%&-15.2%
CCn1c(/C(C#N)=C(\O)CCc2ccccc2)nc2ccccc21	?	-21.3%	-16.3%	-43.7%[inhibitor]
COc1ccc(C2=CC(c3c(C)nn(-c4ccccc4)c3Cl)n3nnnc3N2)cc1OC (stereo not drawn)	5.0%	7.6%	10.9%	-7.6%
N#CC1=C(SCc2ccccc2Cl)NC(=O)C(C(N)=O)C1 (stereo not drawn)	3.6%	-2.2%	0.0%	1.3%
CCCCn1c(SCC2CCCCO2)nc2cc(S(N)(=O)=O)ccc21 (stereo not drawn)	1.6%	-13.6%	11.3%	-13.0%
CCn1c(N2CCN(CC(=O)c3c(C)n(C)c4ccccc34)CC2)nc2c1c(=O)[nH]c(=O)n2C	-1.9%	-5.6%	-11.2%	-12.5%
CCc1ccc(S(=O)(=O)c2nnn3c2nc(NCc2ccccc2OC)c2cc(Cl)ccc23)cc1	1.3%	?	17.3%	-10.7%[10.9 µM]
Cc1c(NC(=O)CSc2ccc3c(c2)OCCO3)c(=O)n(-c2ccccc2)n1C	2.0%	-9.7%	3.3%	-11.9%
O=C1C2C3C=CC(C2C(=O)N1CN1CCOCC1)C1C2C(=O)N(CN4CCOCC4)C(=O)C2C31 (stereo not drawn)	0.2%[11.4 µM]	6.1%[9.22 µM]	5.1%[9.22 µM]	23.1%[10.9 µM]
c1csc(C(c2nnnn2C2CCCCC2)N2CCCC3(CCCCC3)C2)c1 (stereo not drawn)	nt	13.7%	0.9%	nt

(listing goes on)
SMILES	IkB signaling	p53ts 39C kill	p53ts 32C tox	Peg3 imprint
Cc1cc(C)c(NC(=O)CSc2nnc(-c3ccco3)n2N)c(C)c1	-1.4%	7.5%	4.4%	16.9%
CCOC(=O)C1CCN(C(=O)CSc2n[nH]c(-c3ccc(OC)cc3)n2)CC1	-0.9%	-5.9%	-8.5%	-9.6%[10.9 µM]
O=C(c1ccco1)N1CCN(S(=O)(=O)c2ccc(S(=O)(=O)NC3CC3)cc2)CC1	1.0%	-10.8%	5.8%	-14.5%
Cc1ccc(-c2nc3cc(NC(=O)c4cc5ccccc5o4)ccc3o2)cc1Cl	5.1%	6.7%	3.0%	5.1%[10.9 µM]
O=C(N1CCN(c2ccccc2)CC1)C(F)(F)C(F)(F)F	-0.8%	22.7%	7.0%	4.4%
Cc1cc(C(=O)CSc2nn(-c3ccccc3)c(=S)s2)c(C)n1Cc1ccco1	0.5%	1.3%	-2.5%	-16.7%
CC(=O)c1ccc(NC(=O)C2Cc3ccccc3N2C(=O)c2ccccc2)cc1 (stereo not drawn)	2.4%	-13.0%	0.2%	-7.6%[10.9 µM]
CCC1CCCCN1C(=O)CSc1n[nH]c(-c2ccccc2)n1 (stereo not drawn)	-1.5%	?	?	-6.5%[10.9 µM]
CCOn1c(=O)c(C)[n+]([O-])c2ccccc21	nt	14.1%	18.7%	nt
Cc1cc(S(=O)(=O)N2CCN(Cc3ccc4c(c3)OCO4)CC2)cc(C)c1N1CCCC1=O	4.8%	-0.9%	20.7%	-18.0%
Cc1cc(OC(=O)c2cc(-c3ccc4c(c3)OCCO4)on2)ccc1Cl	1.7%	?	-24.5%	-19.0%[10.9 µM]
CCOC(=O)N1CCN(C(=O)c2nn(-c3cc(OC)cc(OC)c3)c(=O)c3ccccc23)CC1	-0.9%	1.2%	-5.0%	-5.1%
CCOc1ccc(N(CC(=O)Nc2ccccc2CC)S(=O)(=O)c2c(C)[nH]c(=O)[nH]c2=O)cc1	1.2%	-7.9%	-4.0%	9.3%[10.9 µM]
O=C(Cc1cccs1)NCc1ccncc1	-0.2%	7.3%	-0.1%	0.7%
COc1cccc(OC)c1OCCCOc1c(OC)cccc1OC	0.7%	-4.0%	5.3%	-6.2%
CCCCCCCC/C=C\CCCCCCCC(=O)N(CCO)CCO	1.8%	-6.0%	-19.0%[1.84 µM]	-14.9%
COc1ccc2[nH]c3nc(SCc4nnc(-c5ccccc5)o4)nnc3c2c1	0.5%	-23.6%	-3.5%	-16.4%

Results in p53ts 32C tox, p53ts 39C kill and Peg3 imprint, for some of the entries so far:
| structure | p53ts 32C tox | p53ts 39C kill | Peg3 imprint |
| --- | --- | --- | --- |
| CCC1CCCCN1C(=O)CSc1n[nH]c(-c2ccccc2)n1 (stereo not drawn) | ? | ? | -6.5%[10.9 µM] |
| CCOn1c(=O)c(C)[n+]([O-])c2ccccc21 | 18.7% | 14.1% | nt |
| Cc1cc(S(=O)(=O)N2CCN(Cc3ccc4c(c3)OCO4)CC2)cc(C)c1N1CCCC1=O | 20.7% | -0.9% | -18.0% |
| Cc1cc(OC(=O)c2cc(-c3ccc4c(c3)OCCO4)on2)ccc1Cl | -24.5% | ? | -19.0%[10.9 µM] |
| CCOC(=O)N1CCN(C(=O)c2nn(-c3cc(OC)cc(OC)c3)c(=O)c3ccccc23)CC1 | -5.0% | 1.2% | -5.1% |

Not a hit list; overall some 1.8% were active at least once.
